# FXIIa mix inh: human factor XIIa inhibitors, primary screen, biochemical, pooled compound mixtures, fluorogenic substrate; Coagulation factor XII (Homo sapiens), P00748; purified FXIIa; inhibition, % at 5 µM; 62,000 compounds, 0.2% hits; AID 684, 2007;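 note: 0% = enzyme without compound and 100% = no enzyme blank; some results filed as inactive read as strong as hits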
# CatL block: inhibitors of human cathepsin L, biochemical; Procathepsin L (Homo sapiens), P07711; inhibition, %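 (tested at 10 µM)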; 58,000 compounds, 0.17% hits; purified cathepsin L, fluorogenic substrate, fluorescence; in the data active = inhibition above about 45%;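 note: 0% = enzyme with no compound and 100% = no enzyme blank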
# Target sequence (P07711 114-288 limits assumed): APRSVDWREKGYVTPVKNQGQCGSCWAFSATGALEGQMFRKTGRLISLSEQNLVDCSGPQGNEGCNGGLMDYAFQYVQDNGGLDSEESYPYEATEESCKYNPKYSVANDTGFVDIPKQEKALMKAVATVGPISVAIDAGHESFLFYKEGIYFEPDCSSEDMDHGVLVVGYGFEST
# Target sequence (P07711 292-333 limits assumed): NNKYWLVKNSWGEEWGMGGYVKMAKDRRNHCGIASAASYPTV
# CatB inh: human cathepsin B inhibitors, primary screen, biochemical, fluorogenic substrate; 63,000 compounds, 0.1% hits; inhibition, %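 (tested at 10 µM)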; P07858; purified cathepsin B, fluorescence; in the data active = inhibition above about 21%;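 note: 0% = enzyme with no compound and 100% = no enzyme blank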
# A340 absorber: compound light absorbance at 340 nm, profiling panel, artefact control, biochemical, MLSMR library, data from PS, PMK, MK assays; compound absorbance at 340 nm, fold over control; fold change at 10 µM; 65,000 tested, under 10 active; AID 708, 2007;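 active = at 10 µM dose, initial 340 nm absorbance at least 2 fold that of control wells; inactive = change under 2 fold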;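 note: initial absorbance extrapolated from kinetic A340 decline of NADH oxidation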
# FXIa mix inh: FXIa protease inhibitors in compound pools, primary screen, biochemical, 10-compound mixtures; Coagulation factor XI (Homo sapiens), P03951; purified FXIa, fluorogenic substrate, pooled mixtures; inhibition, % at 5 µM; 62,000 compounds, 0.19% hits;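 note: each value is inhibition by a whole ten-compound pool holding the compound; 0% = enzyme with no mixture and 100% = wells lacking enzyme; strong numbers were not always called active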
# CatB mixtures: cathepsin B inhibitors from pooled compounds, primary screen, biochemical, compound mixtures, AMC fluorescence. P07858. AID 488, 2006. Purified cathepsin B, AMC dipeptide fluorescence. inhibition, %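 (ten-compound pools at 5 µM per compound and 50 µM total)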. 62,000 compounds, 0.06% hits; in the data active = inhibition above about 22%, passing the limit was not always enough;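 note: 0% = enzyme without compound and 100% = no enzyme blank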
# CatS inh: inhibitors of human cathepsin S, biochemical, compound mixtures. recombinant cathepsin S, AMC dipeptide fluorescence, pooled mixtures. inhibition, %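 (tested at 5 µM per compound within 10-compound mixtures)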. 62,000 compounds, 0.06% hits. AID 501, 2006; in the data active = inhibition above about 32%, passing the limit was not always enough;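 note: 0% = enzyme without compound and 100% = blank without enzyme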
# Target sequence (P25774 115-331 limits assumed): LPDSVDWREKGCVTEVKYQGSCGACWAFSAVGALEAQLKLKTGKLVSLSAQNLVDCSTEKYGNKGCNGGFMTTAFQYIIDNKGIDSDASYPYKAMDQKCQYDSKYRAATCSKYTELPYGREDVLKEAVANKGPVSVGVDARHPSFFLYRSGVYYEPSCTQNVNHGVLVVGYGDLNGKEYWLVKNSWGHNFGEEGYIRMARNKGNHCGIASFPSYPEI
# C1s inh: complement C1s protease inhibitors, primary screen, biochemical, 10-compound mixtures | mean inhibition % of two 10-compound mixtures (hits give high values), % at 5 µM (by protocol) | 62,000 compounds, 0.16% hits | purified C1s, fluorogenic AMC substrate, pooled mixtures | Complement C1s subcomponent (Homo sapiens), P09871;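 active = inhibition above 20% in each of the two 10-compound mixture wells holding the compound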;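 note: 0% = enzyme wells lacking compound mixture and 100% = no-enzyme blank wells; some compounds called inactive have numbers as strong as hits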
# Cathepsin G inh: human cathepsin G inhibitors, primary screen, biochemical, pooled compound mixtures, AMC fluorescence. P08311. purified enzyme, AMC-tetrapeptide fluorescence. inhibition, % at 5 µM (by protocol). 62,000 compounds, 0.2% hits. AID 581, 2007;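 active = inhibition above 20% in each of the two mixture wells holding the compound; inactive = inhibition of 20% or less in either well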;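 note: 0% = enzyme control without mixture and 100% = blank lacking enzyme; strong numbers were not always called active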
# Target sequence (P08311 21-244 limits assumed): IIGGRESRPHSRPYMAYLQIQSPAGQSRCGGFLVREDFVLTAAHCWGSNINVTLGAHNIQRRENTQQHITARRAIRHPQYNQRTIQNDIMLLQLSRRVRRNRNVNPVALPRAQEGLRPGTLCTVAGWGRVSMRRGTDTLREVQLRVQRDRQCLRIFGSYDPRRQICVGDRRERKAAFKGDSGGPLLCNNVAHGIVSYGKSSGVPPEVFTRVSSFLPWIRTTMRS
# Active calls of the source: *; x = not tested or not shown; & = joins results of further samples. Cut-off read from the data, not from the text of the source, unless noted: active = inhibition above about 20% (passing the limit was not always enough); inactive = the rest. Only part of the results is shown, so the mix of outcomes need not match the whole.
SMILES,Cathepsin G inh,C1s inh,A340 absorber,CatL block,FXIa mix inh,CatB inh,FXIIa mix inh,CatB mixtures,CatS inh
COc1cc2c(C(=O)N3CCN(C)CC3)c(C)n(C)c2cc1Br,15,13,1,-6,4,6,5,3,0
CCC/C(=N\O)c1c[nH]c2ccccc12,3,-8,1,11,16,1,-18,9,12
Cc1sc2c(c1C)C(c1cccs1)=NCC(=O)N2CC(=O)NCc1cccs1,9,7,1,3,-1,2,6,3,3
Cn1c(O)c(C=Nc2ccc(Cl)cc2)c(=O)n(C)c1=O,0,-1,1.3,-3,0,1,-3,-5,0
O=C(c1cc(-c2cccnc2)nc2ccccc12)N1CCC2(CC1)OCCO2,-2,-3,1.1,0,0,1,-14,2,-5
CN(C(=O)c1ccco1)C1(c2ccccc2Cl)CCCCC1=O (stereo not given),-2,39,1.1,x,5,9,1,8,9
CN(C)C1(c2nnnn2-c2ccc(Cl)cc2)CCCCC1,1,-5,1,7,11,-2,8,6,13
O=c1[nH]c(=O)n(Cc2ccco2)c(O)c1C=NC1CC1,5,5,1,-2,15,1,-4,5,4
CC1(C)CN=C(Nc2nc3ccccc3s2)S1,1,3,1.1,-3,4,-6,2,2,-2
O=C1C2CCCN2C(c2cccnc2)N1c1ccc(Cl)c(Cl)c1 (stereo not given),-10,-33,1.1,-2,2,-2,-17,-2,-5
CC(=O)N1CN2CN(C(C)=O)CC(C(=O)c3ccccc3)(C2)C1,9,-33,1,3,2,x,7,3,13
COc1cc(C2SCC(=O)Nc3c2c(=O)[nH]n3C2CCCCCC2)cc(OC)c1OC (stereo not given),1,-1,1,x,6,0,1,1,-2
CN(C)C1=C(C#N)C(c2ccccc2)=NP(N(C)C)(N(C)C)=N1,-10,-42,0.99,5,2,-2,-18,-2,-4
CC(C(=O)N1CCC2(CC1)OCCO2)C1Sc2ccccc2NC1=O (stereo not given),4,4,1,-2,13,2,15,1,-1
CCOC(=O)c1cccc([P+](=O)O)c1,-11,-25,0.99,1,-7,-1,6,0,6
c1ccc2c(CN3CCN(C4CCCCC4)CC3)c[nH]c2c1,10,1,1,34,6,-2,3,-4,-3
Cc1cccc(NC2=NCCCS2)c1C,9,-1,1,8,5,4,5,1,7
COc1ccc(C2NCc3ccc4c(c3-n3cccc32)OCO4)cc1OC (stereo not given),-1,-8,1,28,8,-2,9,-1,-5
Fc1ccc2c(c1)nnn2C1CCN(Cc2nnnn2CCc2ccccc2)CC1,-1,0,1,-15,8,-2,11,4,-2
O=C(Cc1ccccc1)OC(COCc1ccccc1)CN1CCOCC1 (stereo not given),-2,2,0.98,5,-1,2,-18,3,11
C=C1N2CCC(CC2)C1(O)c1ccccc1C (stereo not given),1,2,1.1,8,11,-2,-15,-1,-5
O=C(Cc1ccccc1)N1CCN(CC2CC=CCC2)CC1 (stereo not given),9,-14,1,1,-3,-3,5,1,-3
Cc1ccc(Cn2nnnc2CN2CCC(n3nnc4cc(C(F)(F)F)ccc43)CC2)cc1,9,12,1,-8,10,-1,-42,1,-4
Cc1ccc(CS(=O)(=O)Cc2ccc(C(=O)N3CCC4(CC3)OCCO4)o2)cc1,-2,-57,1,5,0,-5,14,7,-3
COc1ccc(CN2CCN(C(=O)COc3cccc(C)c3)CC2)c(OC)c1,1,-12,1,-4,7,-1,2,-2,12
CCCNC(=O)N1C2CCC1CC(O)(c1cccnc1)C2 (stereo not given),0,-9,0.98,11,8,-5,-14,0,11
COc1ccc(C(=O)C(Cc2ccccc2)N(C)C)cc1 (stereo not given),-1,-21,1,-1,-3,-1,-5,0,5
Cc1ccc(C2(O)CC(C)N(C)CC2C)cc1 (stereo not given),4,-30,0.97,-4,-7,0,8,-1,2
Cc1oc(-c2ccc(Cl)cc2)nc1CS(=O)CC(=O)N1CCC2(CC1)OCCO2 (stereo not given),-3,-13,1,-7,10,-1,10,-1,-6
Cc1ccc(C)c(CN2CCC(n3nnc4cc(F)ccc43)CC2)c1,1,-2,1,10,12,-1,-8,0,-2

# Overlap with the part before: four entries, then new ones.
SMILES,Cathepsin G inh,C1s inh,A340 absorber,CatL block,FXIa mix inh,CatB inh,FXIIa mix inh,CatB mixtures,CatS inh
COc1ccc(C(=O)C(Cc2ccccc2)N(C)C)cc1 (stereo not given),-1,-21,1,-1,-3,-1,-5,0,5
Cc1ccc(C2(O)CC(C)N(C)CC2C)cc1 (stereo not given),4,-30,0.97,-4,-7,0,8,-1,2
Cc1oc(-c2ccc(Cl)cc2)nc1CS(=O)CC(=O)N1CCC2(CC1)OCCO2 (stereo not given),-3,-13,1,-7,10,-1,10,-1,-6
Cc1ccc(C)c(CN2CCC(n3nnc4cc(F)ccc43)CC2)c1,1,-2,1,10,12,-1,-8,0,-2
CCC(=NCC1CCCO1)c1c(O)n(-c2ccc(Cl)cc2)c(=O)[nH]c1=O (stereo not given),-3,4,1,0,3,6,-16,-1,-3
O=c1c2ccccc2nc(-c2ccco2)n1-c1cccnc1,-7,-28,1.1,-12,-1,-4,3,-5,-13
C(#CCN1CCOCC1)COC/C=C/c1ccccc1,-2,-1,1,-5,8,-5,14,4,-8
CCOc1ccc2[nH]c(=O)c(CN(CCO)C3(c4nnnn4C4CCCCC4)CCCCC3)cc2c1,-5,-7,1,3,0,3,17,5,-1
CCOc1ccc(Br)c(C2(O)CC(C)N(C)CC2C)c1 (stereo not given),5,5,0.96,1,-2,2,1,-6,8
Oc1ccc(CC2CC3CCN2CC3)cc1O (stereo not given),10,1,1,2,1,-2,8,3,1
O=C(Cc1ccccc1)N1CCN(C/C=C/c2ccccc2)CC1,6,0,1,8,-7,2,13,3,-2
O=C(Nc1cccc(OC(=O)N2CCCCC2)c1)N1CCCCC1,-6,-3,0.99,-5,0,-4,8,-1,-12
c1ccc2sc(C3CCCNC3)nc2c1 (stereo not given),2,-61,1,12,-11,0,10,-1,-1
CN1CCN(c2ncnc3ccc(Br)cc23)CC1,-6,-11,1.1,1,7,3,-3,0,-2
CCN(CC)CCCN=C(C)c1c(O)n(-c2ccccc2)c(=O)[nH]c1=O,-11,-14,1.1,-4,2,6,-2,6,14
COc1ccccc1N1CCN(Cc2ccccc2Cl)CC1,11,13,1.1,x,11,1,-1,-2,3
CCCCCCOc1ccc(CN2CCN(CCO)CC2)cc1,11,16,1,9,7,-2,4,2,0
COCCCNC(=O)c1c(NC(=O)c2ccco2)n(Cc2ccccc2)c2nc3ccccc3nc12,-9,-21,1.1,-151,-8,0,5,0,-8
C[C@H]1CCC[C@H](O)CCCCCc2cc(O)cc(O)c2C(=O)O1,-7,0,0.99,-8,7,-4,4,2,4
CCC(=NC1CCN(Cc2ccccc2)CC1)c1c(O)[nH]c(=O)[nH]c1=O,-1,-11,0.99,-3,-1,-4,0,3,-1
CCC(=NCc1cccnc1)c1c(O)n(Cc2ccccc2)c(=O)[nH]c1=O,16,18,1,9,12,1,10,5,-6
CC(=O)c1c(O)n(C2CCCCCC2)c(=O)[nH]c1=O,4,-36,1,9,-5,0,3,-4,-9
CSc1nnc([C@@H](N)Cc2ccccc2)o1,7,1,1.1,18,1,7,3,-3,-4
Cc1nc2cc(-c3ccc(Cl)cc3)nn2c(C)c1CCC(=O)N1CCC2(CC1)OCCO2,-9,-51,1,3,2,5,2,-1,10
CCCCn1c(O)c(C(CC)=Nc2ccc(C(=O)O)cc2)c(=O)[nH]c1=O,-16,-152,1.1,-8,-29,1,5,-10,-14
O=P1(Nc2ccc(F)cc2)COc2ccccc2OC1,-3,-81,1,-6,-6,-2,-24,-2,-7
CCCCN1C(=O)NC(=O)C2(Cc3c(nc4c(C)cccn4c3=O)N3CCc4ccccc4C32)C1=O (stereo not given),5,-1,1,2,0,2,4,-11,-6
Cc1ccc(-n2c(O)c(C=NC3CCCCC3N)c(=O)[nH]c2=O)cc1C (stereo not given),-12,-15,1,-4,-6,-1,-14,-3,-4
Fc1ccc(NC2=NCCS2)cc1Cl,6,3,1,-1,-4,2,0,-4,1
CCC(=O)OC1(c2cccc(C)c2)CC(C)N(C)CC1C (stereo not given),0,-27,0.99,-7,7,-4,-10,5,-7
Cn1ccnc1P(=S)(c1nccn1C)N1CCOCC1,-9,-34,0.97,9,2,7,1,1,17
CN1CCN(c2nccc3c2ncn3C)CC1,11,13,1,-2,5,2,4,8,-7
CCOc1cc(-c2nc3c(C)cccn3c2NCC2CCCO2)ccc1O (stereo not given),-5,-34,1.1,-70,3,-1,-10,-2,-4
CC(C)CCn1c(N)c(C(=O)OCC2CCCO2)c2nc3ccccc3nc21 (stereo not given),3,-75,1.1,-87,0,-5,1,-1,-7

# More results
SMILES,Cathepsin G inh,C1s inh,A340 absorber,CatL block,FXIa mix inh,CatB inh,FXIIa mix inh,CatB mixtures,CatS inh
CC(=NCc1ccc2c(c1)OCO2)c1c(O)n(C)c(=O)n(C)c1=O,-7,-16,0.99,-1,1,1,0,6,-10
CC(CO)(CO)N=Cc1c(O)n(-c2cccc3ccccc23)c(=O)[nH]c1=O,5,-21,1,11,7,-1,6,3,4
C[N+]1(C)[C@@H]2CC[C@H]1CC(OC(=O)C(CO)c1ccccc1)C2 (stereo not given in full),-20&11,1&-140,0.99&0.98,15&25,-4,1,-14,-4&-6,-25&-2
O=P1(Nc2cccnc2)COc2ccccc2OC1,-3,-5,1,2,1,5,13,2,3
CON(C)C(=O)Nc1ccc(Cl)cc1,-10,-71,1.1,9,-14,8,0,-6,3
O=C1CC(=O)N(c2ccc(Cl)cc2Cl)C(=O)N1,0,7,1,x,4,-7,5,-5,12
Cc1ccc(N2C(=O)CC(=O)NC2=O)cc1,6,0,1,x,0,x,10,5,-3
O=C(CCCCCn1c(=S)[nH]c2ccccc2c1=O)N1CCC2(CC1)OCCO2,4,5,1.1,-1,11,-1,-10,0,-3
CC(=O)Nc1ccc(OC(=O)N2CCCCC2)cc1,-2,0,1,1,0,-2,10,1,-1
CC(=O)c1cccc(NC2=NCC(C)S2)c1 (stereo not given),-4,-7,1,x,13,1,2,-4,5
O=c1c2ccccc2nc(CSc2ncnc3nc[nH]c23)n1-c1ccccc1,-1,4,1,4,3,3,2,5,9
COCCNC(=O)c1c(NC(=O)c2ccco2)n(Cc2ccccc2)c2nc3ccccc3nc12,-2,-49,1.1,-51,-17,-1,2,-5,-4

# Taken from the listing, three compounds:
SMILES,Cathepsin G inh,C1s inh,A340 absorber,CatL block,FXIa mix inh,CatB inh,FXIIa mix inh,CatB mixtures,CatS inh
O=C(CCCCCn1c(=S)[nH]c2ccccc2c1=O)N1CCC2(CC1)OCCO2,4,5,1.1,-1,11,-1,-10,0,-3
CC(=O)Nc1ccc(OC(=O)N2CCCCC2)cc1,-2,0,1,1,0,-2,10,1,-1
CC(=O)c1cccc(NC2=NCC(C)S2)c1 (stereo not given),-4,-7,1,x,13,1,2,-4,5

# Bioassay records deposited in PubChem by several laboratories.
